GlmU inhibition – inhibition of mycobacterial GlmU enzyme – biochemical, glucosamine-1-phosphate acetyltransferase (AID 1376); one-dose inhibition, %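 (tested at 30 µM in the primary screen)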; IC50 in µM for titrated hits; 220,000 compounds, 0.25% hits; M. tuberculosis GlmU acetyltransferase enzyme assay; higher % means a stronger effect; Bifunctional protein GlmU (Mycobacterium tuberculosis (strain ATCC 25618 / H37Rv)); in the data active means inhibition above about 13%;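 further: 0% = complete reaction with vehicle and 100% = reaction without substrate; strong numbers were not always called active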
RmlCD inh 1536 – M. tuberculosis RmlC/RmlD coupled enzyme inhibitors, primary screen, biochemical, compound mixtures, 384-well, from 1536-well plates; RmlC+RmlD coupled enzyme assay, percent inhibition; primary screen in compound mixtures; 160,000 compounds, 0.03% hits; inhibition, % at 3.6 µM; dTDP-4-dehydrorhamnose reductase (Mycobacterium tuberculosis (strain ATCC 25618 / H37Rv)) …; AID 1533, 2009; in the data active means inhibition mostly above about 34%, no sharp cut-off; further: some results filed as inactive read as strong as hits
Target sequence (P9WH09 whole entry, looked up): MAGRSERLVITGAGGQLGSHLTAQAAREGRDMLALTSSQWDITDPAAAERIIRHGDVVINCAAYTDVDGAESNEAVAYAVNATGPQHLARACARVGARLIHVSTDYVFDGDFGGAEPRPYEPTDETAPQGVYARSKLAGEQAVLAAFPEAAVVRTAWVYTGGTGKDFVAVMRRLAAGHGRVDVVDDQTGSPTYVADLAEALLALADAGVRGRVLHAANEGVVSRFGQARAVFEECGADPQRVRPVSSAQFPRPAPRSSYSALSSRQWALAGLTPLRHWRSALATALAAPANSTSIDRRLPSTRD
Target sequence (P9WH11 whole entry, looked up): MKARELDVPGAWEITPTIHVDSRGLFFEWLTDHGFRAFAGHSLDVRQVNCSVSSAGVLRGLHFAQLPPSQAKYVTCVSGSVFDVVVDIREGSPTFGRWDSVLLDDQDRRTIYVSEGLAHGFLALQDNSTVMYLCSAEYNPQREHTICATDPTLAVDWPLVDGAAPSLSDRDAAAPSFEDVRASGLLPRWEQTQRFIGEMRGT
* marks the source's active call; other numbers are inactive results; . = not tested or not shown. This is a subset. The share of hits here may be higher or lower than overall.

SMILES	GlmU inhibition	RmlCD inh 1536
O=C(Nc1cc2c(cc1Cl)OCCCO2)c1ccccc1	0.9%	.
COC(=O)CCN(C(=O)c1cccc([N+](=O)[O-])c1)c1ccccn1	2.8%	2
Cc1ccc(S(=O)(=O)n2ccc(=O)[nH]2)cc1	0.1%	.
CCOCCCNCc1c(Cl)cccc1Cl	3.0%	5
CC(C)Cc1cc(C(=O)N2CCN(C(c3ccccc3)c3ccccc3)CC2)no1	4.3%	-9
COc1ccc(-n2c(C)nc3cc(C(=O)NCc4ccco4)ccc32)cc1	0.4%	8
CCN(C1CCCCC1)S(=O)(=O)c1cn(C)c(=O)n(C)c1=O	-0.9%	9
Cc1ccc(S(=O)(=O)/C(=C\N(C)C)c2cnc(Cl)s2)cc1	2.4%	-12
COc1ccc(CN2CN(c3ccc(Cl)cc3)C(=O)N(n3cnnc3)C2)cc1	1.0%	13
CCc1cc2c(SCC(=O)C(C#N)=C3N(C)c4ccccc4N3C)ncnc2s1	15%*	14
O=C(CCC(=O)OCC(=O)c1ccc(Br)cc1)NC1CCCCC1	-2.6%	.
COc1ccc(C(=O)NCc2nnc(SCC(=O)N3CCOCC3)o2)cc1OC	6.0%	7
CN(C)S(=O)(=O)c1cccc(C(=O)N(Cc2ccc(F)cc2)Cc2ccco2)c1	2.0%	.
CCN(CC)CCNC(=O)c1cc2cc(Br)ccc2s1	-8.4%	6
CCOC(=O)/C(N=Nc1ccc(F)cc1)=C(/O)c1ccc([N+](=O)[O-])cc1	.	10
COc1ccc(C2CC(c3ccc(Br)cc3)=NN2C(=O)c2cccnc2)cc1 (stereo not given)	2.2%	.
CCN=C1S/C(=C\c2cc(OCC)c(O)cc2Br)C(=O)N1CC	-1.7%	-5
COc1ccc(/C(N)=N/OC(=O)C2CCC(=O)N2S(=O)(=O)c2ccc(C)cc2)cc1 (stereo not given)	-6.4%	-3
CC(=O)N1CC(=O)Nc2ccc(Cl)cc2C1c1ccc(F)cc1 (stereo not given)	1.2%	.
CCCOCC(O)CC(CC)C(=O)NNC(=S)Nc1ccccc1 (stereo not given)	0.8%	6
CC1CC(C)(C)NCc2ccccc21 (stereo not given)	-0.9%	-8
COc1ccc2c(c1OC)C(=O)OC2Nc1nc(-c2ccc([N+](=O)[O-])cc2)cs1 (stereo not given)	-0.6%	-11
O=C(Nc1cnn(Cc2ccccc2)c1)NC12CC3CC(CC(C3)C1)C2	-3.4%	.
CCN(CC)c1nc(OC)nc(-n2nnc(C(C)=O)c2C)n1	7.5%	.
CC(NCC(O)COCc1cccs1)C1CC2CCC1C2 (stereo not given)	-0.1%	7
O=C(NNC(=O)C1C2CCCCC21)c1coc(=O)c(Br)c1 (stereo not given)	-2.5%	8
CS(=O)(=O)c1nc(-c2ccccc2)cc(-c2ccccc2)c1C#N	3.7%	.
Cc1cc(NC(=O)c2ccc3c(c2)C(=O)N(CCC(C)C)C3=O)no1	-1.4%	.
O=C(c1ccccc1)N1CCN(C(=O)c2ccc(OC(F)(F)F)cc2)CC1	-0.7%	-3
COc1ccc(OC)c(Cc2nnc(CCC(=O)NC3CCCCC3)o2)c1	1.5%	8
COc1cccc(-c2cc(C(=O)NCc3ccco3)no2)c1	-0.3%	.
O=C(CO)N/N=C/c1c2ccccc2cc2ccccc12	0.2%	-11
CC(Sc1nc(-c2ccc(F)cc2)cs1)C(=O)N1c2ccccc2CC1C (stereo not given)	-5.1%	7
CCOc1ccc(CC(=O)Nc2c(C(N)=O)oc3ccccc23)cc1OCC	0.9%	9
C=C(C)CSc1[nH]c(=O)cc(C)c1C#N	-3.1%	6
O=C(Nc1ccc(F)cc1)N1CCN2C(=O)c3ccccc3C12c1ccccc1 (stereo not given)	-3.6%	-7
CCOC(=O)C1(CCCc2ccccc2)CCN(C(=O)CCCn2cncn2)CC1	1.0%	-5
CCOCCn1cnc2sc(C(=O)Nc3nc(C)c(C(=O)OCC)s3)c(C)c2c1=O	5.0%	.
COc1ccc2[nH]c(=O)c(CN(Cc3cccs3)S(=O)(=O)c3c(C)ccc4nsnc34)cc2c1	-3.7%	7
O=S(=O)(c1cccs1)N1CN(CC2CCCO2)c2nc3ccccc3nc21 (stereo not given)	3.9%	.
COc1ccc(-n2c(COc3ccccc3)nnc2SCc2ccc(C#N)cc2)cc1	3.1%	4
O=C(Nc1cccc(C(F)(F)F)c1)c1cccnc1N1CCCC1	-4.0%	-6
COc1cc(C(=O)N2CCC(n3c(C)nc4cc(F)ccc43)CC2)cc(OC)c1OC	-3.0%	.
Cc1ccc(C=Nc2ccc(N(C)C)cc2)o1	9.0%	-2
Cc1ccccc1N1C(=O)N(c2cccc(C(F)(F)F)c2)C2CS(=O)(=O)CC21 (stereo not given)	-1.9%	5
Nc1[nH]c(=S)[nH]c(=O)c1-c1ccccc1	6.8%	.
COc1cccc(-c2nnc(NC(=O)c3ccc(S(=O)(=O)N4CCOCC4)cc3)o2)c1	7.7%	.
O=C(N/N=C\c1ccc(F)cc1)c1cc(OCC(F)(F)F)ccc1OCC(F)(F)F	1.7%	4
O=C(CCSc1ccccc1)NCCN1CCOCC1	3.5%	9
CCOc1ccc(N(CC(=O)NC(C)(C)C)S(=O)(=O)c2c(C)noc2C)cc1	2.2%	-2

Following part:
SMILES	GlmU inhibition	RmlCD inh 1536
CCC(NC(=O)c1ccccc1Br)c1ccccc1 (stereo not given)	5.9%	.
Cc1ccc(NC(=O)c2cc(N3C(=O)C=CC3=O)ccc2N2CCOCC2)cc1Cl	4.4%	-3
O=C(N/N=C/c1ccc[nH]1)c1ccc(COc2cccc3cccnc23)cc1	4.3%	.
Cc1nc2ccccc2c(=O)[nH]1	0.2%	6
NC(=O)c1nsc(C(=O)N(CC(=O)NCc2ccc3c(c2)OCO3)C2CCCCC2)c1N	0.5%	.
CCOC(=O)C(NC(C)=O)(Nc1ccc(S(=O)(=O)Nc2cc(C)nc(C)n2)cc1)C(F)(F)F (stereo not given)	-2.3%	.
Cc1cc(C)n2c3c(c(C#N)c2n1)CC(C)(C)OC3	-1.4%	8
Cc1c(NC(=O)/C(C#N)=C/c2ccc(-c3ccc(Cl)cc3)o2)c(=O)n(-c2ccccc2)n1C	5.8%	.
Nc1ncnc2c1ncn2C1CCC(CO)C(O)C1 (stereo not given)	-1.1%	-11
COc1ccc(NS(=O)(=O)c2ccc(OC)c(OC)c2)cc1OC	5.8%	-8
O=C(CSc1nc(-c2ccco2)cc(C(F)(F)F)n1)Nc1ccc2c(c1)OCO2	3.5%	.
Cc1ccc(OCc2nnc(SCC(=O)N3c4ccccc4Sc4ccc(Cl)cc43)o2)cc1	2.9%	-9
O=C(CN1CCN(c2ccccc2)CC1)Nc1nccs1	-1.4%	4
Oc1ccc(CNc2ccc(F)cc2)c2cccnc12	-4.1%	.
Clc1ccccc1Nc1ncnc2c1nnn2Cc1ccccc1	-0.8%	-5
CSc1cccc(NC(=O)CCC(=O)O)c1	9.4%	3
COc1cc(/C=N/NC(=O)CN2CCCCC2)ccc1OCc1ccccc1	-4.2%	2
O=S(=O)([N-]c1nc2ccccc2nc1-n1cc[n+](Cc2ccccc2)c1)c1ccccc1	1.1%	-4
Cc1ccc2c(C)c(C(=O)Nc3ccc(S(N)(=O)=O)cc3)oc2c1C	-4.8%	16
O=C(Nc1ccon1)C(Sc1ccccc1)c1ccccc1 (stereo not given)	-1.9%	8
CCn1c(SCC(=O)Nc2ccc(OC)c(OC)c2)nnc1-c1c[nH]c2ccccc12	-1.8%	8
COc1ccc(OCCCON2C(=O)c3ccccc3C2=O)cc1	-2.7%	.
Brc1ccccc1OCCCCn1cnc2ccccc21	-5.5%	-7
CCCN(CCC)CCCNC(=S)Nc1ccc2nc(N3CCN(C)CC3)cc(C)c2c1	1.9%	1
COCCCNCC(O)COc1ccccc1F (stereo not given)	4.0%	-9
COc1cccc(CNc2ncnc3cc(OC)c(OC)cc23)c1	1.1%	8
CN1CCN(NC(=O)c2ccc(Cl)c(S(=O)(=O)Nc3ccc(Cl)cc3)c2)CC1	-4.1%	8
COc1ccc(-n2cnc(N)c2C(=O)c2cccc([N+](=O)[O-])c2)cc1	4.9%	-3
CN(C#N)c1nc(Cl)nc(Nc2cccc(Cl)c2)n1	0.1%	-11
Cc1nc2ccc(NC(=O)CCS(=O)(=O)c3ccccc3)cc2s1	-3.4%	8
CC(=O)Nc1ccc(-c2cn3cc(C)ccc3n2)cc1	1.2%	5
FC(F)Oc1ccc(NC(=S)Nc2ccc3cn[nH]c3c2)cc1	-4.0%	0
COc1ccc(N2C(=O)CC(Cc3ccccc3)C2=O)cc1 (stereo not given)	1.1%	.
Cc1ccc(-c2cc(Cc3cccs3)c(=O)[nH]n2)cc1	0.8%	0
COc1cc(/C=N/NC(=O)c2nonc2C)ccc1O	6.2%	.
COc1ccc(N2CCN(C(=O)Cn3cnc4c(cnn4-c4ccccc4)c3=O)CC2)cc1	-2.0%	10
CC1OC23CCCCC2C(C#N)(C(=N)O3)C1(C#N)C#N (stereo not given)	-4.1%	.
CCCCCCCNC1=CC(=O)CC(c2ccccc2)C1 (stereo not given)	-1.6%	4
CCn1nc(C)cc1C(=O)Sc1ccc(C)cc1	0.4%	-6
Cc1cc(C)cc(-c2nnc(SCC(=O)NCc3cccs3)o2)c1	4.0%	0
CN(C)S(=O)(=O)c1cc(NC(=O)CN2CCc3ccccc32)ccc1Cl	-0.6%	-4
Cc1cc(NC(=O)c2cnn3cccnc23)n(-c2ccccc2)n1	-1.8%	.
CCN1/C(=C/C(=S)Nc2ccccc2)Sc2ccccc21	-2.6%	-7
O=C1N=C(N2CCN(c3ccccc3)CC2)S/C1=C/c1ccco1	4.9%	20
COc1ccccc1CCNC(=O)c1cc(-c2ccccn2)nc2ccc(Br)cc12	-3.4%	-2
O=C1C2CCCN2C(=S)N1Cc1ccccc1 (stereo not given)	3.6%	-7
O=C(CS)Nc1ccc2ccccc2c1	-2.3%	10
COc1ccc(OCc2nc(N)nc(Nc3ccc(C)cc3)n2)cc1	1.9%	.
CCOC(=O)c1c(C)[nH]c(C(=O)COC(=O)/C=C/c2cccc(OC)c2OC)c1C	-7.3%	6
CCOC(=O)N1CCC(NC(=O)Cn2c3c(c(-c4ccccc4Cl)cc2=O)CCC3)CC1	1.1%	8

Laid out differently: 15 of the compounds above
SMILES,GlmU inhibition,RmlCD inh 1536
COc1ccc(N2C(=O)CC(Cc3ccccc3)C2=O)cc1 (stereo not given),1.1%,.
Cc1ccc(-c2cc(Cc3cccs3)c(=O)[nH]n2)cc1,0.8%,0
COc1cc(/C=N/NC(=O)c2nonc2C)ccc1O,6.2%,.
COc1ccc(N2CCN(C(=O)Cn3cnc4c(cnn4-c4ccccc4)c3=O)CC2)cc1,-2.0%,10
CC1OC23CCCCC2C(C#N)(C(=N)O3)C1(C#N)C#N (stereo not given),-4.1%,.
CCCCCCCNC1=CC(=O)CC(c2ccccc2)C1 (stereo not given),-1.6%,4
CCn1nc(C)cc1C(=O)Sc1ccc(C)cc1,0.4%,-6
Cc1cc(C)cc(-c2nnc(SCC(=O)NCc3cccs3)o2)c1,4.0%,0
CN(C)S(=O)(=O)c1cc(NC(=O)CN2CCc3ccccc32)ccc1Cl,-0.6%,-4
Cc1cc(NC(=O)c2cnn3cccnc23)n(-c2ccccc2)n1,-1.8%,.
CCN1/C(=C/C(=S)Nc2ccccc2)Sc2ccccc21,-2.6%,-7
O=C1N=C(N2CCN(c3ccccc3)CC2)S/C1=C/c1ccco1,4.9%,20
COc1ccccc1CCNC(=O)c1cc(-c2ccccn2)nc2ccc(Br)cc12,-3.4%,-2
O=C1C2CCCN2C(=S)N1Cc1ccccc1 (stereo not given),3.6%,-7
O=C(CS)Nc1ccc2ccccc2c1,-2.3%,10

Next results follow:
SMILES	GlmU inhibition	RmlCD inh 1536
O=C(Nc1ccc(F)cc1)C1CCC(CNc2c(N3CCCCC3)c(=O)c2=O)CC1 (stereo not given)	-5.6%	8
CCOC(=O)c1c(C)[nH]c(C(=O)COC(=O)c2cnc(C)cn2)c1C	-0.9%	-4
Cc1csc(NC(=O)CSc2nnnn2C)n1	-3.3%	.
Cc1cc(N2CCN(c3ccccc3Cl)CC2)n2cc(-c3ccccc3)nc2n1	2.5%	1
CC1(C(=O)NCCc2c[nH]c3ccccc23)C=CCN1C(=O)c1ccccc1 (stereo not given)	-1.1%	.
S=C(NCCSCc1ccccc1Cl)Nc1ccccc1	-2.4%	-4
Cc1cc(N/N=C2\CC(C)CC(C)(C)C2)nc2ccccc12 (stereo not given)	-4.3%	-12
COC(=O)c1ccccc1NC(=O)c1cnn2c(C(F)F)cc(C3CC3)nc12	1.7%	9
Cc1cc(C)c2c3c(sc2n1)C(c1ccccc1)C(C#N)=C(N)O3 (stereo not given)	.	19
Cc1c(Br)c([N+](=O)[O-])nn1CC(=O)Nc1sc2c(c1C(=O)OC(C)C)CCC(C)C2 (stereo not given)	3.9%	9
CCCOc1ccc(N2C(=O)CC(N(Cc3ccccc3)N=O)C2=O)cc1 (stereo not given)	2.1%	.
C#CCOCCOCCOCCNc1nc(N2CCN(C(=O)[C@H]([C@@H](C)CC)n3cc([C@@H](N)Cc4ccc(O)cc4)nn3)CC2)nc(N2CCN(C(=O)[C@H]([C@@H](C)CC)n3cc([C@@H](N)CC(C)C)nn3)CC2)n1	-8.6%	.
